High-throughput results from PubChem.
MPTP block = permeability transition pore inhibition | isolated mouse mitochondria, Ca2+ swelling absorbance, 30 min | inhibition, % at 10 µM | hit rate 1.4% among 360,000;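 active means inhibition of 50% or more, scaled per plate between neutral and stimulator controls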;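 further: 0% = DMSO wells given calcium and 100% = 1 mM EGTA wells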
SENP7 inh = inhibitors of human SENP7 protease. Q9BQF6. recombinant SENP7, Z-RLRGG-aminoluciferin luminescence, 40 min. inhibition, % at 5 µM. hit rate 1.5% among 330,000. AID 434973;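 active means inhibition above about 50% at the single test dose, limit read from the data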;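 further: plate controls were DMSO with enzyme for no effect and no enzyme buffer wells for full effect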
Target sequence (Q9BQF6 706-1050 limits assumed): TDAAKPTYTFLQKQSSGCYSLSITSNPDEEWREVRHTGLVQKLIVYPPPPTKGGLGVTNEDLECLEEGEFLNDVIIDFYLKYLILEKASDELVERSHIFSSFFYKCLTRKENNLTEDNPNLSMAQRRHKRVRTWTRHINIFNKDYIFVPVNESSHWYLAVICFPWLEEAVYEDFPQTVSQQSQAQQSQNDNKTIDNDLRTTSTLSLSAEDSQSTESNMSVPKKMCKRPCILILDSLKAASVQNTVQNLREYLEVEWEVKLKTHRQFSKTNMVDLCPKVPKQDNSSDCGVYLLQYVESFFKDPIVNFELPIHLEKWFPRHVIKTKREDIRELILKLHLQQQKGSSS
GRIN3A LBD mod = modulates the human NR3A ligand-binding domain; Tm shift relative to glycine control, % at 25 µM; NR3A LBD differential scanning fluorimetry, Tm shift; 0% = protein alone, 100% = glycine-bound protein; hit rate 2.5% among 340,000;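 active means melting temperature shift of at least 10% of the positive control shift, at one fixed dose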
SENP6 block = inhibitors of human SENP6 protease; Recombinant SENP6 catalytic domain, aminoluciferin luminescence; Q9GZR1; inhibition, % at 10 µM; hit rate 1.8% among 330,000;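 active means inhibition above about 50% at the single tested dose, limit read from the data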;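 further: plate controls were DMSO wells with enzyme for no effect and DMSO wells lacking enzyme for full effect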
HKDC1 inhibitor = blocks human hexokinase HKDC1 activity. Q2TB90. recombinant HKDC1, G6PDH/diaphorase resazurin coupled fluorescence. inhibition, % at 20 µM. hit rate 0.16% among 340,000. AID 493160;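 active means inhibition above about 35% when tested at 20 µM, limit read from the data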;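 further: plate controls were DMSO wells with enzyme for no effect and DMSO wells lacking enzyme for full effect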
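Assay system: in-house recombinant HK5 (HKDC1) enzyme. Input: HKDC1 at 5 µg/mL. Medium: Tris pH 8.0 buffer with MgCl2, Tween-20, BSA, BME. Dosing: single 20 µM dose. Schedule: 90 min reaction incubation at room temperature, dark. Signal: resazurin-to-resorufin fluorescence via G6PDH and diaphorase coupling, 525/613 nm. Controls: DMSO-enzyme wells negative, buffer-substituted wells positive.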
PfG6PD inh = PfG6PD (Plasmodium falciparum) enzyme inhibition; PfGluPho enzyme, NADPH resazurin-diaphorase fluorescence; inhibition, % at 20 µM; AID 504690; hit rate 0.78% among 350,000;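 active means inhibition reaching at least a set limit at 20 µM in the primary screen, cut at about 59% in these data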;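 further: 0% = DMSO wells with substrate and 100% = DMSO wells lacking glucose-6-phosphate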
ATG4B inh = blocks human ATG4B protease cleavage of LC3 substrate | Q9Y4P1 | ATG4B cleavage of LC3-PLA2, NBD-HPC fluorescence, 1 h | inhibition, % at 8.33 µM | hit rate 0.51% among 340,000 | AID 504462; in the data active means inhibition above about 40%
Target sequence (Q9Y4P1 whole entry, looked up): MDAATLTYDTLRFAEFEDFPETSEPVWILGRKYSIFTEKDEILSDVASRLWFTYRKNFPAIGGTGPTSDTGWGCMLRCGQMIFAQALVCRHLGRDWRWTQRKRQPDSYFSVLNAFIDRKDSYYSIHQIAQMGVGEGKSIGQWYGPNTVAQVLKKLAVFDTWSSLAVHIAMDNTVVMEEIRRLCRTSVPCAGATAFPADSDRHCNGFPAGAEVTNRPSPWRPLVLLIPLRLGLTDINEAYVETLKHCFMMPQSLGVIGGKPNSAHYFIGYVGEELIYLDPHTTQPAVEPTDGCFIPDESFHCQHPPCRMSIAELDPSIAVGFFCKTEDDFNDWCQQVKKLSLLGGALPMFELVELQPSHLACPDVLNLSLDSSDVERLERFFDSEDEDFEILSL
SENP8 block = SENP8 (human) protease inhibition. Q96LD8. recombinant SENP8, Nedd8 substrate fluorescence. inhibition, % at 20 µM. hit rate 0.64% among 360,000; in the data active means inhibition mostly above about 40%, no sharp cut-off; inactive means mostly below about 27%
Target sequence (Q96LD8 whole entry, looked up): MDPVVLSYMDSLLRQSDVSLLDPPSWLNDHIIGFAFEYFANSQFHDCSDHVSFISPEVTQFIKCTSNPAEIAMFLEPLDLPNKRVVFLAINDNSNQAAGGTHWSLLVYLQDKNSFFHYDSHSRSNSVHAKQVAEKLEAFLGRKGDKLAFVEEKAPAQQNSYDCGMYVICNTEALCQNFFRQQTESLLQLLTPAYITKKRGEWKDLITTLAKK
* = called active by the depositor; i = inactive.

SMILES	MPTP block	SENP7 inh	GRIN3A LBD mod	SENP6 block	HKDC1 inhibitor	PfG6PD inh	ATG4B inh	SENP8 block
O[C@@H]1[C@@H](O)C=C2CCN3Cc4cc5c(cc4[C@H]1C23)OCO5 (some centres undefined)	1.7	7	1	7	-5	-1	2	6
CCc1cc(C(=O)Nc2ccc(C)cc2Br)cs1	-0.4	27	2	45	3	13	1	27
CCN1CCN(c2c(Cl)cccc2NC(=O)c2ccc(Br)o2)CC1	-5.4	5	0	6	-8	-11	56*	21
CC12CCC(=O)N1C(C(=O)Nc1nc3ccc(Cl)cc3s1)CS2 (centres undefined)	0.6	4	-1	-8	2	-9	-7	-24
Cc1ccc(-c2nnc(NC(=O)c3ccco3)o2)c(C)c1	-0.2	-11	-3	-12	-1	-5	1	-6
CCCCOC(=O)Nc1sc2c(c1C(=O)OC)CCC2	1.7	-11	1	-15	0	36	-7	3
Cc1cc2ccccc2cc1CN1CCOCC1	-0.3	0	-1	-11	-2	-4	11	16
Cc1cc(C)n(-c2nnc(Cl)c3ccccc23)n1	-0.4	-3	0	-8	-3	4	3	10
CC(C)n1nnnc1SCC(=O)N1CCN(C(=O)c2ccco2)CC1	-0.7	1	-1	19	-2	-4	-2	0
CC(C(=O)O)N1C(=O)c2cccc3cccc1c23 (centres undefined)	1.2	3	-2	2	-5	-5	3	-72
Cc1ccccc1OCC(=O)Nc1nnc(COc2ccccc2)s1	0.4	-3	2	5	-4	3	-4	0
CCN1CCN(C(=O)c2cc(-c3ccco3)nc3ccccc23)CC1	0.5	5	0	-12	2	-19	0	i
NCCCC[C@@H]1NC(=O)[C@H](CCC(=O)O)NC(=O)c2cc([N+](=O)[O-])cc(I)c2SC[C@@H](C(=O)NCC(N)=O)NC1=O	0.3	-10	3	-6	9	2	9	23
O=C(CN(C(=O)c1csnn1)c1cccc2c1CCCC2)NCc1ccc(F)cc1	-2.8	0	1	5	-1	7	7	5
CCC1CCCCN1CCCNC(=O)C1CCN(S(=O)(=O)N2CCCCC2)CC1 (centres undefined)	1.1	-7	2	-9	-2	-1	-7	9
O=[N+]([O-])c1ccccc1SNc1ccc(Br)cn1	7.3	6	1	2	3	-4	8	20
O=c1c2ccccc2c(/C=N/NS(=O)(=O)c2ccccc2)c(O)n1-c1ccccn1	-1.3	13	0	-24	0	4	4	-91
Cc1c(NC(=O)/C(=C/c2cccs2)c2cccs2)c(=O)n(-c2ccccc2)n1C	0.8	-2	-2	-15	-15	21	9	22
CCCCNC(=O)c1cn(CC)c2ccc(S(=O)(=O)N3CCCCCC3)cc2c1=O	5.4	6	0	-6	4	10	4	4
CC(C)CCNC(=O)C1C2C=CC3(CN(Cc4ccccc4Cl)C(=O)C13)O2 (centres undefined)	1.4	3	0	-7	5	-21	7	17
COc1ccc(/C=C(/NC(=O)c2ccco2)C(=O)NCCc2ccccc2)cc1	-0.3	-4	1	-6	-4	-4	-2	0
Cc1cc(=O)[nH]c(N/N=C2/CCCC/C2=C\c2ccccc2)n1	-1.2	3	2	3	-5	9	-5	24
COc1ccc(N2CCN(C(=O)CN(c3cccc(Br)c3)S(C)(=O)=O)CC2)cc1	0.5	0	1	-42	-7	-1	-4	3
O=C(N/N=C/c1ccc(OC(F)F)cc1)c1cccc(S(=O)(=O)N2CCOCC2)c1	0.1	-9	-4	9	-3	-3	-11	2
CC(C)Oc1ccc(C2CC(=O)N(Nc3ccc([N+](=O)[O-])cc3[N+](=O)[O-])C2=O)cc1 (centres undefined)	11	-3	4	-37	0	-11	-8	25
Cc1nn(-c2nc(-c3ccco3)cc(C(F)(F)F)n2)c(C)c1Cl	-0.4	2	-1	-1	-2	-4	-7	-330
Cc1cc(Cl)cc2sc(NC(=O)c3ccco3)nc12	0.5	21	-7	40	-4	-5	2	-170
O=C(CN1CCCCC1)Nc1ccccc1Oc1ccccc1	0.3	-1	1	-15	3	-7	8	10
CCS(=O)(=O)c1nc(S(=O)(=O)c2ccc(Cl)cc2)c(N2CCC(C(N)=O)CC2)s1	-0.8	1	-1	-4	0	-5	0	9
Cc1ccc(-c2noc(C3CCCN(C(=O)c4ccccc4)C3)n2)o1 (centres undefined)	-1.3	-14	0	-5	2	7	1	1
COc1cc(C(=O)Nc2cc(C)cc(C)c2)c(-n2cnnn2)cc1OC	-0.7	1	-2	-23	-9	14	-14	-2
COc1cc(C(=O)NCC2CCCCC2)ccc1OCc1c(C)noc1C	-3.9	7	-1	10	-8	0	4	6
Cc1cccc(C)c1N1C(=O)CC(N2CCN(S(=O)(=O)c3ccccc3F)CC2)C1=O (centres undefined)	-0.6	0	0	0	-6	9	-13	9
COc1ccc(OC)c(NC(=O)CSc2nc(C)cs2)c1	0.8	0	2	5	-3	-3	1	10
N#C/C(=C\c1cn(Cc2ccc(C#N)cc2)c2ccccc12)C(=O)NCc1cccs1	1.9	4	0	-9	6	4	-5	-410
O=C(N/N=C/c1ccncc1)C1C2CCCCCCC21 (centres undefined)	-1.7	12	-1	-2	12	-13	1	12
CCCc1cc(=O)oc2c(C)c(OCC(=O)N3C[C@H]4C[C@@H](C3)c3cccc(=O)n3C4)ccc12	-1.1	1	0	-2	-1	-10	2	-29
Cc1cc(C(=O)CSc2ccc(F)cc2)cc(C)c1O	2.0	3	-7	29	-7	-11	9	6
COc1ccc(NC(=O)/C=C/C(=O)O)c([N+](=O)[O-])c1	0.6	-6	2	4	-8	10	1	17
Cc1ccnn1CC(=O)N/N=C/c1c[nH]c2ccccc12	0.5	-3	-1	-17	-4	1	-3	12
N#Cc1ccc(/C=C2\CCn3c2nc2cc(C(=O)O)ccc2c3=O)cc1	-0.5	-7	1	-20	-1	6	0	-305
CCCNC(=S)N1CCN(C)CC1	0.4	-9	-3	2	-5	3	7	-1
CC1CCCN(CC(=O)Nc2ccc(S(=O)(=O)N3CCCC3)cc2)C1 (centres undefined)	0.7	-7	-1	-24	-1	-9	-3	12
Cc1cccc(Cc2nnc(CCC(=O)N(CC3CC3)CC3CCCO3)o2)c1 (centres undefined)	2.8	-1	0	-14	-3	13	-14	13
Cc1ccc(CNC(=O)C2CCCCC2C(=O)O)cc1 (centres undefined)	-0.1	8	-1	0	-5	-2	-5	12
CCN(CC)CCCN=Cc1c(O)n(-c2ccc(C)cc2)c(=O)c2ccccc12	1.1	-7	1	-13	-3	0	-2	-87
CC(=O)c1ccc(NC(=O)CC23CC4CC(C2)CC(n2nnc(C)n2)(C4)C3)cc1	3.3	9	-2	-8	-1	7	-10	13
COc1ccccc1OCCNC(=O)CNC(=O)c1ccc(Cl)c(Cl)c1	-1.3	-4	0	-4	-5	-5	-5	2
O=C(NCC1CCNCC1)c1ccncc1	1.1	6	1	10	-3	-8	-4	7
COc1cc(O)c(C(CC(=O)N2CCN(c3ccccc3)CC2)c2ccc(N(C)C)cc2)c(OC)c1 (centres undefined)	-0.2	4	-2	-6	-7	9	-8	22

Quoted from the listing, 2 compounds:
SMILES	MPTP block	SENP7 inh	GRIN3A LBD mod	SENP6 block	HKDC1 inhibitor	PfG6PD inh	ATG4B inh	SENP8 block
Cc1cc(=O)[nH]c(N/N=C2/CCCC/C2=C\c2ccccc2)n1	-1.2	3	2	3	-5	9	-5	24
COc1ccc(N2CCN(C(=O)CN(c3cccc(Br)c3)S(C)(=O)=O)CC2)cc1	0.5	0	1	-42	-7	-1	-4	3

5 structures already listed, arranged by heavy-atom count, falling:
SMILES	MPTP block	SENP7 inh	GRIN3A LBD mod	SENP6 block	HKDC1 inhibitor	PfG6PD inh	ATG4B inh	SENP8 block
CC(=O)c1ccc(NC(=O)CC23CC4CC(C2)CC(n2nnc(C)n2)(C4)C3)cc1	3.3	9	-2	-8	-1	7	-10	13
COc1cc(C(=O)NCC2CCCCC2)ccc1OCc1c(C)noc1C	-3.9	7	-1	10	-8	0	4	6
N#Cc1ccc(/C=C2\CCn3c2nc2cc(C(=O)O)ccc2c3=O)cc1	-0.5	-7	1	-20	-1	6	0	-305
O=C(N/N=C/c1ccncc1)C1C2CCCCCCC21 (centres undefined)	-1.7	12	-1	-2	12	-13	1	12
CCCNC(=S)N1CCN(C)CC1	0.4	-9	-3	2	-5	3	7	-1

Going on with the list:
SMILES	MPTP block	SENP7 inh	GRIN3A LBD mod	SENP6 block	HKDC1 inhibitor	PfG6PD inh	ATG4B inh	SENP8 block
COc1ccccc1NC(=O)CN1C(=O)C2(OCCCO2)c2ccccc21	-1.4	-7	-26	-6	2	11	-1	7
Cc1cnc(-c2nnc(N(C)C(=O)C3CCCO3)s2)cn1 (centres undefined)	0.2	-2	-3	-11	2	-1	-7	-229
O=C(CN1C(=O)NC2(CCCCC2)C1=O)Nc1cccc2ncccc12	0.4	0	0	3	-4	-9	-5	-69
Cc1ccc(-c2nnn(CC(=O)N(Cc3cccs3)C(C(=O)NC(C)(C)C)c3ccc(C)o3)n2)o1 (centres undefined)	2.7	1	2	2	-3	-10	-2	-250
CCn1c(CNC(=O)c2ccccc2Br)nnc1SCC(=O)Nc1nncs1	-1.3	3	0	-10	-3	-25	-6	11
CCOC(=O)N1CCN(C(=O)c2ccccc2NC(=O)COc2ccccc2)CC1	-0.8	-1	0	3	-5	-12	4	9
O=C(CN(C(=O)CCC(=O)Nc1nccs1)c1ccc(F)c(Cl)c1)NCC1CCCO1 (centres undefined)	-1.8	-10	0	-13	-5	13	-9	15
CCN(CC)S(=O)(=O)c1ccc(C(=O)Nn2cnnc2)cc1	0.2	4	-1	-15	1	-19	0	6
CN(C)CCCN(C(=O)COc1ccccc1)c1nc2c(F)cccc2s1	2.1	61*	-1	12	11	2	6	18
O=C(CNC(=O)c1cccs1)N/N=C/c1c[nH]c2ccccc12	-1.2	6	1	-6	16	-15	0	13
CC(C)CC(=O)N1CCN(Cc2ccc(Br)cc2)CC1	-0.4	-6	0	-5	-6	-7	6	3
O=C(CN1c2ccccc2Sc2ccccc21)NNC(=S)Nc1ccc(Cl)cc1Cl	83*	12	21*	-4	-6	-1	-6	-12
Cc1cc(C)nc(N(C#N)CCOc2ccccc2)n1	-0.1	2	-12	-11	0	-16	-2	2
Cc1cccc(-c2nc(CS(=O)CC(=O)N3CCN(C)CC3)c(C)o2)c1 (centres undefined)	-2.0	-5	-6	-4	-4	11	-1	5
O=C(NC(=S)Nc1cccnc1Cl)c1ccc(Cl)cc1	-1.3	46	-2	67*	2	7	0	-5
O=C(NCC(c1cccnc1)N1CCN(c2ccccc2)CC1)c1ccco1 (centres undefined)	0.3	-2	0	5	2	-11	-2	10
COc1ccc(C(CNC(=O)C(CCSC)NC(=O)c2ccccc2Cl)N2CCCCC2)cc1 (centres undefined)	-1.0	9	0	8	-7	1	-7	0
Cc1cc(C)c(N(C(=O)CN2C(=O)c3ccccc3S2(=O)=O)C(C(=O)NCC2CCCO2)c2ccc(F)cc2)c(C)c1 (centres undefined)	-3.7	-6	-1	-7	-16	36	-16	8
CC1CCN(C(=O)COC(=O)c2ccc3c(c2)OCCO3)CC1	-0.9	2	0	-7	-1	2	1	9
Cc1ccc(C)n1CCN1CCN(C(=O)c2ccc(Cl)cc2)CC1	-0.3	6	-1	-8	-6	3	2	7
CN(CC(=O)NC1CCCCC1)S(=O)(=O)c1ccc(Cl)cc1	0.8	3	1	-12	-4	-11	-12	19
COc1cccc(NC(=O)C/C(C)=N/NC(=O)c2ccccc2Cl)c1	-0.7	8	1	-8	-3	3	-1	15
O=C(c1ccncc1)N1CCN(S(=O)(=O)c2cc(C(F)(F)F)cc(C(F)(F)F)c2)CC1	106*	6	-1	-3	1	-10	1	5
COc1cccc(Nc2ncc(C(=O)O)c3ccccc23)c1	-4.9	1	1	0	-3	30	-11	-300
Cc1ccccc1OCC(=O)NCCN(C)C	-1.2	0	8	-1	-5	-3	-7	28
FC(F)(F)c1ccccc1NC(=S)N1CCCCCC1	-1.3	-4	0	17	1	13	-4	6
